From PubChem BioAssay
FUS yeast rescue – rescues growth of FUS-expressing yeast. S. cerevisiae FUS-expressing, growth rescue, OD600, 24 h. Potency, µM (highest dose often 76.6 µM), for inactives: at the top dose growth rescue (activation), hits mostly activators. 0.24% of 390,000 active. AID 1347120;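 note: potency is the fitted concentration of half-maximal effect; plate controls were DMSO vehicle for no effect and reference control for full effect; nearly all actives have a fitted effect of over 55% in size; some results filed as inactive show a strong effect at the top dose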
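Yeast FUS proteinopathy model; galactose-induced FUS (2%), starting OD 0.005. Cpds in dilution series, 24hr, 30C, 99% humidity. Abs 600 nm growth. Pos ctrl CP55940 (top 92uM final); neg ctrl DMSO.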
IL2 activator – activates IL-2 in a cell-based reporter assay; IL-2 activation reporter assay, cell-based qHTS; stimulated with anti-CD3/CD4/CD28 beads; in transgenic mouse T cells; 0.065% of 360,000 active; activation, % (series mostly up to about 46 µM); in the data active = activation above about 50%; inconclusive = mostly about 30% to 49%; note: 0% is about no effect
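Readout: EGFP and DsRed signals by fluorescent plate cytometry. Unstimulated transgenic mouse T cells received compound 60 min before antibody-bead stimulation, then incubated 18 h at 37 degrees C.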
EPAC1 antag – antagonists of human EPAC1; EPAC1 GEF assay, Rap1b-BODIPY-GDP exchange fluorescence; Potency, µM (series often up to 115 µM), without a hit: at the highest dose activity change, negative = inhibition, hits mostly inhibitors; 0.14% of 360,000 active; AID 720709;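 note: potency is the fitted concentration of half-maximal effect; plate controls were vehicle for no effect and positive control for full effect; nearly all actives have a fitted effect of over 50% in size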
Target sequence (O95398 whole entry, looked up): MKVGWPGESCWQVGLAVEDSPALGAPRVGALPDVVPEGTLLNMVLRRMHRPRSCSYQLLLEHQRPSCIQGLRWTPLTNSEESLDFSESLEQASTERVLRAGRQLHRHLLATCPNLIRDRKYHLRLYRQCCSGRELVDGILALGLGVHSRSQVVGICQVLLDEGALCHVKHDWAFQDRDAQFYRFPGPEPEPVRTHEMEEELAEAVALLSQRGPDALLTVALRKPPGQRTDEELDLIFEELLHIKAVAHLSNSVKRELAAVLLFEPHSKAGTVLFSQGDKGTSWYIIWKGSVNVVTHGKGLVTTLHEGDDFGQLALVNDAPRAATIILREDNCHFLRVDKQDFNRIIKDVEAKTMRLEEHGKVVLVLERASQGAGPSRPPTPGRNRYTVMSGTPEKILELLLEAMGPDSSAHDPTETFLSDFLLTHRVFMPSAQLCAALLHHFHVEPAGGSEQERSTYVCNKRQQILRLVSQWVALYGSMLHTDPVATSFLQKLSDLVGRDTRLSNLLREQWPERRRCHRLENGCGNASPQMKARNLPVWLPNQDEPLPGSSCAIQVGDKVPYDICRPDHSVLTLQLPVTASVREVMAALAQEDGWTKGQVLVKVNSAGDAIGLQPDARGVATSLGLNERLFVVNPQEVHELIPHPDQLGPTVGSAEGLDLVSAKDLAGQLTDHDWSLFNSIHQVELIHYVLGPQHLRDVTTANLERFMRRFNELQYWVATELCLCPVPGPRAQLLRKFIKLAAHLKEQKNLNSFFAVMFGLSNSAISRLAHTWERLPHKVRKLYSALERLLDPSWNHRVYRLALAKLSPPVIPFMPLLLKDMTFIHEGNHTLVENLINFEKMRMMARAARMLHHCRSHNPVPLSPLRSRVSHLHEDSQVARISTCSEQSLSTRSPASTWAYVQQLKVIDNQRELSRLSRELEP
Abeta rescue – A-beta toxicity reversal in yeast; yeast expressing A-beta42, growth rescue, OD600, 48 h; response scale: 0% DMSO, 100% iron-clioquinol control; Potency, µM (top dose mostly 46.1 µM), for inactives: top-dose growth rescue, usual class: activators; 0.063% of 410,000 active; AID 1347071; note: potency is the fitted concentration of half-maximal effect; nearly all actives have a fitted effect of over 55% in size
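Growth rescue measured by 600 nm absorbance after 48 h yeast culture at 30 C with compound. Values normalized between DMSO and an equimolar ferric chloride plus clioquinol control.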
PLK1 PBD block – PLK1 (human) polo-box domain binding inhibition; AID 720504; Plk1 PBD binding of FITC phosphopeptide, fluorescence polarization; 2.8% of 360,000 active; P53350; Potency, µM, for inactives: max response, negative = inhibition, hits mostly inhibitors; note: potency is the fitted concentration of half-maximal effect; series mostly up to about 57 µM; % is set by controls: 0 for no effect and ±100 for the full control effect; nearly all actives have a fitted effect of over 65% in size
WRN helicase inh – WRN helicase (human) inhibition; Q14191; WRN helicase unwinding, fluorescent forked duplex, kinetic; Potency, µM (top dose mostly 114 µM), for the others: top-dose activity change, negative = inhibition, hits mostly inhibitors; 0.46% of 360,000 active; note: potency is the fitted concentration of half-maximal effect; % is set by controls: 0 for no effect and ±100 for the full control effect; nearly all actives have a fitted effect of over 55% in size
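WRN at 20 nM final was preincubated with compound for 15 min at room temperature; reaction started with 100 nM forked duplex oligonucleotide carrying fluorophore and quencher plus 2 mM ATP (final). Unwinding followed kinetically by red fluorescence (ex 525/em 598 nm).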
EPAC1 ag – activates human EPAC1 exchange factor; 0.073% of 360,000 active; EPAC1 agonist qHTS, biochemical assay; response scale: 100% = response to 6.5 mM cAMP; Potency, µM (series often up to 154 µM), for the others: at the top dose activation, hits mostly activators; O95398; note: potency is the fitted concentration of half-maximal effect; nearly all actives have a fitted effect of over 60% in size
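Multi-concentration qHTS readout: loss of Rap1B-bound BODIPY-GDP fluorescence driven by 100 nM EPAC1 with excess GDP (50 uM), monitored kinetically at room temperature; agonist response expressed relative to 6.5 mM cAMP.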
PI5P4Ka inh – PI5P4K alpha (human) kinase inhibition. P48426. PI5P4Kalpha enzyme, ADP-Glo luminescence, 60 min; hits give low values. max response, %. 1.2% of 330,000 active. AID 652105; active = max response of -50% or lower; inconclusive = between -30% and -50%; inactive = -30% or higher; note: value at the top dose of about 77 µM; % is set by controls: 0 for no effect and ±100 for the full control effect
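ADP-Glo luminescence end-point read after a 60 min room-temperature kinase reaction of PI5P4Kalpha plus substrate, initiated with ATP at 5 microM final. Buffer: 0.038 M HEPES pH 7.4, EGTA, 0.1% CHAPS, 5% DMSO.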
Numbers without * were called inactive; ? = inconclusive; / = not tested or not shown; & = joins results of further samples; [ ] = another dose, or the depositor's remark. Unless noted, calls come from the whole dose curve; as a rule, active = well fitted curve in the direction sought with a large enough effect; inconclusive = small, poorly fitted or top-dose-only effect, or another doubt; inactive = no such curve, though single readings can be large; an effect the other way counts as inactive or inconclusive.

SMILES | FUS yeast rescue | IL2 activator | EPAC1 antag | Abeta rescue | PLK1 PBD block | WRN helicase inh | EPAC1 ag | PI5P4Ka inh
COc1cccc(NC(=O)c2ccc(N3C(=O)C4CC=C(C)CC4C3=O)cc2)c1 (stereo not given) | -30% | -0.2 | 2% | -8% | 0% | 3% | -5% | 2
CC(C)CN(C(=O)CSc1nnc2c(Cl)cc(C(F)(F)F)cn12)C1CCS(=O)(=O)C1 (stereo not given) | -20% | -1.7 | 6% | -11% | 27µM* | 7% | -7% | -6
O=C(NC1c2ccccc2-c2ccccc21)N1CCCCC1 | / | -0.5 | 6% | 8% | 5% | -5% | -2% | -4
CCN1CCN(Cc2ccc(NC(=O)c3cc(NC(=O)N4CCNC4=O)cc(OC)c3)cc2C(F)(F)F)CC1 | -8%&-1% | -1.1&1.0 | -8%&-6% | -11%&-12% | -7%&4% | 10%&7% | 0%&-15% | 0&-5
Cc1cccc(OCC(=O)NNc2c3ccccc3nc3ccccc23)c1 | 20% | -1.2 | -5% | -5% | -9% | -7% | -14% | /
CSc1nc(N)n(-c2cc(C(F)(F)F)ccn2)n1 | 8% | 1.8 | 8% | 1% | -3% | -2% | -5% | 13
CCN1CCN(C(=O)c2cc(S(=O)(=O)N3CC(C)CC(C)C3)ccc2Cl)CC1 (stereo not given) | 9% | 2.4 | 2% | 0% | -2% | -1% | -4% | -6
COc1ccc(C(=O)NCc2ccccc2CN2CCCC2)cc1S(=O)(=O)N1CCOCC1 | 7% | 1.7 | 1% | 4% | -2% | -13% | 6% | 1
O=C(c1ccccc1)c1ccc(-c2ccc(O)cc2)cc1 | 33% | 2.3 | -10% | -29% | -4% | -16% | 2% | 6
Cc1nc2cnccc2n1C | 27% | 2.1 | -2% | -2% | -6% | -3% | -9% | -1
O=C(NCCCn1ccnc1)c1cc2c(ccc3ccccc32)o1 | -18% | -3.8 | 0% | -10% | -5% | -19% | 4% | 1
Nc1nnc(CC(=O)N/N=C/c2ccc(-c3ccc(Cl)cc3Cl)o2)s1 | -17% | -2.0 | 11% | -6% | -15% | -9% | -1% | -4
Cc1c(Br)c(C(F)(F)F)nn1CC(=O)NCc1ccco1 | 10% | 7.2 | -9% | ? | -15% | -6% | -4% | -9
Cc1ccc(S(=O)(=O)CCC(=O)Nc2cccc(Cl)c2)cc1 | 8% | -2.2 | -17% | -10% | -20% | -8%[57.1 µM] | 11% | -1
O=C(CN1CCN(c2cccc(Cl)n2)CC1)N1CC(O)CO1 (stereo not given) | 0% | -0.2 | 2% | -6% | -20% | 3% | -2% | -5
Cc1ccc(S(=O)(=O)Nc2ccc3c(c2)nc(CCN2CCCC2)n3C)cc1 | 32% | -4.3 | 1% | -5% | -18% | 0% | 10% | -1
CC1CCN(S(=O)(=O)N2CCN(C(=O)c3ccc4c(c3)OCO4)CC2)CC1 | -1% | -0.4 | -2% | -8% | -7% | -2% | 4% | 4
Cc1oc(-c2cccs2)nc1CN1CC[C@@](O)(c2ccccc2)[C@H]2CCCC[C@@H]21 | 9% | -0.6 | 10% | 10% | -3% | -1% | -3% | -1
Cc1[nH]n(-c2ccc([N+](=O)[O-])cc2)c(=O)c1C=NCCN1CCN(C(=O)c2cccc(F)c2)CC1 | 25% | -2.3 | 1% | -30% | -3% | -7% | 9% | /
CCOC(=O)C1=CN(Cc2ccc(Br)cc2)S(=O)(=O)NC1C (stereo not given) | 11% | -0.2 | -16% | 29% | -7% | -9% | -9% | -1
CCCCC(CC)C(=O)Nc1ccc(Nc2ccccc2)cc1 (stereo not given) | / | -0.6 | 40%[activator] | -18% | -2% | -8% | 63µM* | -12
CC1(C)Cc2c(ccc3ccccc23)C2=C(C(=O)N3CCCC3)C(=O)C(=O)N21 | 26% | -0.7 | ? | -10% | -5% | 0% | -2% | 1
CNC(=O)Nc1ccc(Cl)cc1 | 7% | -1.7 | -18% | -30% | -5% | -7% | 5% | 5
Cc1cc(NC(=O)CN2C(=O)[C@@H]3[C@H](C2=O)[C@@H]2C[C@H]3C(Br)C2Br)no1 (stereo not given in full) | 15% | -0.6 | 3% | -25% | -22% | -24% | 5% | 3
C[C@H](CO)N1C[C@H](C)[C@H](CN(C)C(=O)c2cc(-c3ccccc3)on2)OCc2cnnn2CCCC1=O | 5% | -0.6 | -14% | -4% | -15% | 1% | -19% | 5
CCOc1ccc(NS(=O)(=O)c2ccc3[nH]cc(C(=O)NC(C)CC)c(=O)c3c2)cc1 (stereo not given) | 21% | -2.7 | -18% | -10% | -9% | -5%[57.1 µM] | 2% | 6
COc1cccc2cc(-c3ccnc(N)n3)oc12 | 21% | -0.6 | -6% | 2% | 1% | -2% | 0% | -3
COc1ccc(/C=N/OCC(=O)N=Nc2c(O)[nH]c3ccc(Br)cc23)cc1OC | 14% | -4.4 | 1% | -4% | -5% | -19%[11.6 µM] | -3% | -1
O=C(Nc1cccc2cccnc12)c1cccnc1 | 16% | -1.5 | 4% | -6% | 0% | 7% | -6% | /
O=C(Nc1cccc(Cl)c1)NC1CC2CCC1C2 (stereo not given) | -7% | 0.1 | 12% | 15% | 2% | -1% | 12% | 2
COc1ccccc1C(=O)NC(=O)COC(=O)c1ccc(Br)o1 | -19% | -1.7 | 11% | 5% | -1% | -3% | -4% | -1
N#Cc1ccc(CN2C(=O)NC3(CCCCCC3)C2=O)cc1 | 8% | -1.6 | -23% | -3% | 4% | -2% | 1% | -3
CCN(C(=O)CSc1nc2ccccc2n1CC(C)C)c1c(N)n(Cc2ccccc2)c(=O)[nH]c1=O | 18% | 0.8 | -19% | -12% | -10% | 1% | -9% | 0
Cc1ccc(C(=O)/C=C/c2ccc3ncccc3c2)cc1 | -20% | 8.3 | -23% | -67%[inhibitor] | -8% | -27% | 6% | -6
COc1ccc(Cc2noc(CN(C)CC(O)c3ccccc3)n2)cc1OC (stereo not given) | / | -6.1 | 2% | 0% | -7% | -23% | 0% | 5
OC1COC(OCC2OC(OCc3ccccc3)C(O)C(O)C2O)C(O)C1O (stereo not given) | -11% | 0.5 | -13% | -23% | -3% | -2% | -25% | -4
O=C1COc2ccc(C(=O)COC(=O)c3sc4ccccc4c3Cl)cc2N1 | 19% | -2.7 | 3% | 5% | -7% | 1% | 2% | -2
CCOC(=O)N1CCN(C(=O)C2CCN(Cc3ccc(O)c(OCC)c3)CC2)CC1 | -26% | -1.5 | 8% | -7% | 1% | 7% | -10% | -2
CC(C)(C)c1ccc(C(=O)NCC(=O)N2CCCC2)cc1 | -2% | 5.8 | 1% | 5% | -4% | 0% | -3% | 0
COc1ccccc1C(=O)Nc1cccc2nc(C)ccc12 | -1% | 0.6 | -22% | -11% | -6% | 1% | 3% | 2

Pulled by structure from the entries so far, 4 records:
SMILES | FUS yeast rescue | IL2 activator | EPAC1 antag | Abeta rescue | PLK1 PBD block | WRN helicase inh | EPAC1 ag | PI5P4Ka inh
COc1ccccc1C(=O)NC(=O)COC(=O)c1ccc(Br)o1 | -19% | -1.7 | 11% | 5% | -1% | -3% | -4% | -1
O=C1COc2ccc(C(=O)COC(=O)c3sc4ccccc4c3Cl)cc2N1 | 19% | -2.7 | 3% | 5% | -7% | 1% | 2% | -2
COc1ccccc1C(=O)Nc1cccc2nc(C)ccc12 | -1% | 0.6 | -22% | -11% | -6% | 1% | 3% | 2
COc1ccc(Cc2noc(CN(C)CC(O)c3ccccc3)n2)cc1OC (stereo not given) | / | -6.1 | 2% | 0% | -7% | -23% | 0% | 5

Following part
SMILES | FUS yeast rescue | IL2 activator | EPAC1 antag | Abeta rescue | PLK1 PBD block | WRN helicase inh | EPAC1 ag | PI5P4Ka inh
CCc1ccc2oc(-c3cccc(N)c3)nc2c1 | ? | -0.8 | -17% | 14% | -2% | -18% | -3% | 2
CCn1nccc1C(=O)Nc1ccc(Cl)cc1Cl | 24% | -1.7 | 1% | -31% | -3% | 0% | -12% | /
CCCNc1c(NS(=O)(=O)c2ccc(C)c(C)c2)c(=O)oc2ccccc12 | 23% | -2.8 | 5% | -3% | -13% | -2% | -2% | 0
Cc1ccc(NC(=O)COc2ccc(N(C)C(=O)C(C)(C)C)cc2)cc1S(=O)(=O)N1CCCCC1 | ? | -0.5 | -10% | 5% | 1% | -12% | 3% | 8
COC(=O)c1ccc(CSc2nc3ccc(S(N)(=O)=O)cc3[nH]2)cc1 | 14% | 3.6 | 7% | -1% | -6% | 3% | 10% | -6
O=C1N(c2ccccc2)c2ccccc2[C@]12C[C@H](O)CO2 | -12% | 0.5 | -7% | -9% | -8% | 2% | 7% | -1
O=C(OCCOCCN=C1NS(=O)(=O)c2ccccc21)c1ccccc1 | 10% | -0.2 | -8% | -6% | 2% | -1% | 5% | 2
Cc1nn(-c2nc3ccccc3[nH]2)c(=O)c2ccccc12 | -6% | 0.5 | -8% | -79%[inhibitor] | 0% | -9% | 12% | -60*
CS(=O)(=O)Nc1ccc(Cc2ccc(NS(C)(=O)=O)cc2)cc1 | 21% | -2.6 | 4% | -15% | -7% | -7% | 4% | -5
COc1ccc(CCNC(=O)c2ccccc2Cl)cc1OC | -60% | -0.1 | 12% | 9% | 4% | -6% | -1% | 0
Clc1cccc(Nc2nc(-c3ccncc3)cs2)c1 | 20% | -0.8 | 12% | -10% | 4% | -8% | 0% | 2
O=C(CSCc1c(F)cccc1Cl)NCCSCc1ccco1 | 7% | -3.0 | -4% | 15% | -20% | -12% | -4% | -10
O=C(Nc1ccnn1C1CCN(C/C=C/c2ccccc2)CC1)C1CCCC1 | 13% | -0.4 | 18% | 4% | 1% | -1% | -11% | 5
COc1ccc(C(C(=O)NC2CCCCC2)N(C(=O)c2ccco2)c2ccccc2C(C)=O)cc1 (stereo not given) | 6% | -0.7 | 2% | -13% | -9% | -7% | 4% | 4
CCCc1cc(=O)[nH]c(SCC(=O)N2CCCc3ccccc32)n1 | 2% | 1.3 | 5% | 2% | 21µM* | 8% | -1% | 5
NC1=NC[C@H](Cc2ccc(O)cc2)N1CCCCC1CCCCC1 | 4% | -0.2 | 0% | -38%[inhibitor] | -6% | -2% | -7% | 10
O=S1(=O)c2ccc(Br)cc2N2CC[C@H](C2)N1Cc1ccc(Cl)cc1 | 4% | -0.9 | 0% | -5% | -5% | 1% | -3% | 1
O=c1ccn([C@@H]2O[C@H](CNCc3ccccc3OCc3ccc(Cl)cc3Cl)[C@@H](O)[C@H]2O)c(=O)[nH]1 | -1% | -0.2 | -10% | -8% | -10% | 2% | -5% | -4
